Assay outcomes as filed in PubChem BioAssay.
ERK AVP inh = vasopressin-driven ERK pathway inhibition | HEK293-V1b, vasopressin-stimulated pERK AlphaScreen | 72,000 compounds, 0.99% hits | Potency, µM (top dose mostly 57.5 µM), without a hit: at the highest dose activity, negative = inhibition, most hits filed as inhibitors | AID 995; note: potency is the fitted concentration of half-maximal effect; % is set by controls: 0 for no effect and ±100 for the full control effect; nearly all actives have a fitted effect of over 55% in size
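V1b-HEK293 cells; cpd 30 min 37C; 25 nM vasopressin 5 min; lyse 10 min; AlphaScreen beads 5 hr RT. Normalized to DMSO basal and 25 nM vasopressin; AC50 by Hill fit.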
HBB splice mod = hemoglobin beta splicing modulation; 65,000 compounds, 0.06% hits; Potency, µM (doses to about 46.1 µM), for inactives: at the top dose activation, hits mostly activators; AID 925; HBB splicing reporter cell assay, activation; EGFP reporter with mutant IVS2-654 intron; response scale: normalised to 500 nM splice-correcting PNA; note: potency is the fitted concentration of half-maximal effect; 0% is about no effect
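HeLa cells stably expressing EGFP interrupted by mutant beta-globin intron 2 (IVS2-654), 500/well in 2% FCS. Treated with compound for 2 days at 37C. Splicing correction scored as total well GFP intensity (488 nm excitation, 500-520 nm emission); 500 nM antisense PNA served as control.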
UbGFP stabilizer = proteasome inhibitors stabilizing ubiquitin-GFP reporter | Ubiquitin-GFP reporter cells, proteasome inhibition, GFP fluorescence; response scale: untreated = 0%, 10 µM MG-132 = 100% | Potency, µM (series often up to 45.9 µM), inactives show top-dose activation (GFP accumulation), usual class: activators | 67,000 tested, under 10 active; active = well fitted activation curve with a large enough effect, not every such curve was filed as active; inconclusive = small, poorly fitted or top-dose-only effect, or another doubt; inactive = no such curve, though single readings can be large or run the other way; note: potency is the fitted concentration of half-maximal effect
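U2OS cells stably expressing ubiquitin(G76V)-GFP, seeded overnight in 0.5% FBS medium, were exposed to compounds (qHTS, 46 uM to 2.9 nM) for 4 hr at 37 °C. GFP-positive cells were counted by laser cytometry (488 ex/515 em), normalized between basal and 10 uM MG-132.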
4MU fluor = 4-MU region autofluorescence. compound autofluorescence, 340/450 nm, 4-MU equivalents; stronger effect = higher value. max dye-equivalent concentration, M. 59,000 compounds, 11% hits; in the data active = max dye-equivalent concentration above about 10 nM; inconclusive = mostly about 1.1 nM to 9.6 nM
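Compounds in 100 mM Tris, pH 8.0, sat 15 min at room temperature before fluorescence was read at 340 nm excitation/450 nm emission; a per-plate six-point 4-MU standard curve converted signals to dye-equivalent concentration at each compound concentration.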
Epigenetic mod = epigenetic modulators derepressing GFP locus in mouse cells; mouse C127i GFP locus derepression, cytometry, 30 h; Potency, µM (highest dose often 46.1 µM), for inactives: at the highest dose GFP derepression (activation); 68,000 compounds, 0.09% hits; AID 597; note: % of control where 0% means no effect
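Derepression screen: silenced CMV-GFP reporter in murine C127i cells, 30 h compound incubation at 37 C, washed cells imaged by laser-scanning cytometer to enumerate GFP-expressing objects of 20 to 120 um.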
Hsp90 Hop PPI = changes Hsp90-Hop TPR2A binding signal, up or down. AlphaScreen TPR2A-His6 binding biotin-Hsp90 C-terminal peptide. Potency, µM (top dose mostly 57 µM), without a hit: top-dose activity change, negative = inhibition. 71,000 compounds, 0.44% hits. AID 595; active = well fitted curve in either direction with a large enough effect; inconclusive = small, poorly fitted or top-dose-only effect, or another doubt; note: potency is the fitted concentration of half-maximal effect; % is set by controls: 0 for no effect and ±100 for the full control effect; many of its hits are not listed in these tables
Luciferase inh = inhibitors of firefly luciferase; Potency, µM (series often up to 57.1 µM), without a hit: top-dose activity change, negative = inhibition, actives largely listed as inhibitors; purified firefly luciferase, luminescence, 8 min; P08659; 72,000 compounds, 2.2% hits; note: potency is the fitted concentration of half-maximal effect; % is set by controls: 0 for no effect and ±100 for the full control effect; nearly all actives have a fitted effect of over 40% in size
Target sequence (P08659 whole entry, looked up): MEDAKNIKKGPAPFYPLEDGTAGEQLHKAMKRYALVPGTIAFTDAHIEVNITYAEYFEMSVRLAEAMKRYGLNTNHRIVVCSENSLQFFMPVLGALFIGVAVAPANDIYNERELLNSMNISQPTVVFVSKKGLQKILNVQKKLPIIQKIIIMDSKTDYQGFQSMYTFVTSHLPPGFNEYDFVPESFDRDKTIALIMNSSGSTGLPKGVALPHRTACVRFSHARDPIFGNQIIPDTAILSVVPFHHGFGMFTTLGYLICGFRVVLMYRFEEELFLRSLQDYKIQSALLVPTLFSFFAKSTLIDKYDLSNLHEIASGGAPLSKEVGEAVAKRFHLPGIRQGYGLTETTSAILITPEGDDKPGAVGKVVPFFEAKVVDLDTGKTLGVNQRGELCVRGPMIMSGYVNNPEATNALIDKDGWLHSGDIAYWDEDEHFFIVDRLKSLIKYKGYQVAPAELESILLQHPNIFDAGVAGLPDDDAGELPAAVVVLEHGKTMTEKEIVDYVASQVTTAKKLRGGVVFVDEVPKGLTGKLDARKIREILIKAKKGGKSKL
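qHTS concentration-response profiling: light output of P. pyralis luciferase with luciferin and 10 uM ATP, imidazole buffer pH 7.2. Read by luminescence after 8-min room-temperature incubation.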
A350 autofl = A350 region autofluorescence; Compound autofluorescence, 340/450 nm, Alexa 350 dye-equivalents; stronger effect = higher value; max dye-equivalent concentration, M; 59,000 compounds, 11% hits; in the data active = max dye-equivalent concentration above about 10 nM; inconclusive = mostly about 1.1 nM to 9.6 nM
TexasRed autofl = Texas Red region autofluorescence; 59,000 compounds, 0.06% hits; max dye-equivalent concentration, M; Compound fluorescence, Texas Red channel, 547/618 nm; stronger effect = higher value; in the data active = max dye-equivalent concentration above about 10 nM; inconclusive = between about 1.1 nM and that limit
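Pin-transferred compounds and Texas Red standards go into 100 mM Tris buffer, pH 8.0. After 15 min at room temperature, plates are imaged with 547/618 nm filters. Each value is a dye-equivalent concentration derived from the per-plate dye curve.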
CRE-bla Fsk = CRE-bla signaling modulation under forskolin stimulation; CHO CRE-bla reporter (cAMP response element driving beta-lactamase), forskolin EC10, beta-lactamase ratio; 71,000 compounds, 2.5% hits; Potency, µM (highest dose often 38.2 µM), without a hit: top-dose activity change, negative = inhibition, usual class: activators; AID 662; active = well fitted activation curve with a large enough effect in the signal ratio, with a control signal flat, not every such curve was filed as active; inconclusive = small, poorly fitted or top-dose-only effect, or effect the other way, or a change in a side signal; the % refers to the signal ratio; note: potency is the fitted concentration of half-maximal effect; % of control where 0% means no effect
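Modulation of forskolin-driven signalling is measured in CHO cells carrying a CRE-controlled beta-lactamase reporter. Cells are stimulated with EC10 NKH 477 in the presence of titrated compound for 3 h at 37 °C, then loaded with CCF4 for 2 h at room temperature.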
Fluorescein fluor = fluorescein region autofluorescence. AID 593. 59,000 compounds, 0.91% hits. Compound autofluorescence, 480/540 nm, fluorescein-equivalent; stronger effect = higher value. max fluorescein-equivalent concentration, M; in the data active = max fluorescein-equivalent concentration above about 10 nM; inconclusive = between about 1.1 nM and that limit
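First, buffer (100 mM Tris, pH 8.0) dispensed; second, compounds and fluorescein standards pinned in; third, 15 min room-temperature incubation; finally, imaging at ex 480 nm/em 540 nm. Fluorescence normalized against the six-point fluorescein curve.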
The depositor's hits bear a star; i = inactive; ? = inconclusive; . = no result given; [ ] = another dose, or the depositor's remark. Unless noted, calls come from the whole dose curve; as a rule, active = well fitted curve in the direction sought with a large enough effect; inconclusive = small, poorly fitted or top-dose-only effect, or another doubt; inactive = no such curve, though single readings can be large; an effect the other way counts as inactive or inconclusive. An excerpt; the hit share may differ from the screen's.

SMILES | ERK AVP inh | HBB splice mod | UbGFP stabilizer | 4MU fluor | Epigenetic mod | Hsp90 Hop PPI | Luciferase inh | A350 autofl | TexasRed autofl | CRE-bla Fsk | Fluorescein fluor
COc1cccc(C(=O)NCc2nnc(SCC(=O)Nc3nccs3)n2-c2cccc(C)c2)c1 | -3% | -0.1% | -16% | i | -1% | 0% | 2% | i | i | 1% | i
CCOC(=O)c1ccc(N2C(=O)c3n[nH]c(C)c3C2c2cccnc2)cc1 (stereo unspecified) | -7% | 0.2%[57.5 µM] | -2% | ? | 2% | -1% | 4% | ? | i | ? | i
O=C(CN1CCN(c2ccccn2)CC1)Nc1ccc(Cl)c(C(F)(F)F)c1 | -3% | -1.6% | -6% | i | -2% | 0% | 4% | i | i | ? | i
COc1ccc(N(Cc2cc3cc(OC)ccc3[nH]c2=O)C(=O)c2cccnc2)cc1 | -19% | -2.5%[0.369 µM] | -2% | 2.7e-07M* | 2% | -6% | 2% | 3.6e-07M* | i | 6% | i
COc1ccc2nc(SCC(=O)N3CCCCCC3)c(C#N)cc2c1 | 10% | . | 3% | 3.1e-08M* | 4% | 6% | 0% | 3.1e-08M* | ? | ? | i
CCS(=O)(=O)N1CCC(C(=O)N2CCOCC2)CC1 | 25% | -0.1% | -2% | i | -3% | 0% | 3% | i | i | ? | i
Cc1cc(=O)[nH]c(SCn2nnc3ccccc3c2=O)n1 | -24% | -0.2%[57.5 µM] | 1% | i | -2% | -3% | 3% | i | i | ? | i
COc1ccc(-c2nnc(SCC(=O)N3CCCC3)o2)cc1OC | -5% | 2.1% | -2% | i | 0% | -2% | 5% | i | i | 3% | i
Cc1cc2ccccc2c(=O)n1CC(=O)NCC(=O)N1CCCC1 | 7% | -1.9% | 6% | i | 1% | -3% | 1% | ? | i | ? | i
CN(C)CCO[C@@H](c1ccc(Cl)cc1)c1ccccn1 | 8%[25.7 µM] | 2.6%[20.6 µM] | -3%[20.5 µM] | i | 8%[20.6 µM] | -1%[26 µM] | -1%[25.5 µM] | i | ? | -7%[17.1 µM] | i
O=C(OCc1nnc(-c2ccccc2)o1)C1CCN(S(=O)(=O)c2cccs2)CC1 | 32%[activator] | 0.9%[57.5 µM] | 3% | i | -3% | 2% | -2% | i | ? | 0% | ?
O=C(NC1CCCCCC1)c1cccc(N2CCCC2=O)c1 | 15% | -1.9% | -6% | i | -2% | 3% | -28% | i | i | ? | i

(listing goes on)
SMILES | ERK AVP inh | HBB splice mod | UbGFP stabilizer | 4MU fluor | Epigenetic mod | Hsp90 Hop PPI | Luciferase inh | A350 autofl | TexasRed autofl | CRE-bla Fsk | Fluorescein fluor
CCCC1(C(=O)OCC)NC(c2ccc(N(C)C)cc2)C2C(=O)N(c3ccc(OCC)cc3)C(=O)C21 (stereo unspecified) | -8% | -0.1%[57.5 µM] | -3% | ? | -1% | -18% | -4% | ? | ? | -14% | i
O=c1cccc(-c2ccccc2)[nH]1 | 17% | -2.2% | -1% | i | 0% | -5% | -33% | i | i | -7% | ?
CCOC(=O)c1cc2n(c1C)-c1ccccc1C2=O | ? | -2.7% | -7% | i | 0% | ? | -2% | i | i | 16µM* | i
CCCn1c2c(c(O)c(C(=O)Nc3ncccc3C)c1=O)CCCC2 | -20% | 3.4%[0.369 µM] | -1% | i | 4% | -4% | 2% | i | i | ? | i
Cc1nc2ccccc2c(=O)n1CCCn1ccnc1 | -14% | -0.2% | -4% | i | -3% | -3% | -2% | i | ? | 26% | ?
COc1ccccc1-n1c(SCC(=O)NC2CCCC2)nc2cccnc21 | 7% | -0.3%[57.5 µM] | -3% | i | 2% | 0% | 4% | i | i | 4% | i
CC1(C)CC(=O)c2cc(C(=O)NCc3ccco3)c(=O)n(-c3ccc(Cl)cc3)c2C1 | -14% | 0.2% | -5% | i | -2% | -2% | 1% | ? | i | 1% | ?
CCOC(=O)Cn1c(=O)c2c(nc(Br)n2Cc2ccccc2)n(C)c1=O | -6% | 6.0% | -7% | i | -1% | 3% | -36% | ? | ? | 10% | i
COc1ccc(COC(=O)c2n[nH]c3ccccc23)cc1F | 19% | -0.4%[57.5 µM] | 0% | i | 4% | 4% | -2% | i | i | 10% | ?
CCn1c(=O)cc(OCC(=O)N2CCCC2)c2ccccc21 | -10% | -1.3% | -6% | . | 0% | 3% | 2% | . | . | 13% | .
CCC1CCCCN1C(=O)CSc1nnc(CNC(=O)c2ccco2)o1 (stereo unspecified) | -5% | -0.4% | 12% | i | -2% | 0% | 1% | i | i | -10% | i
N#Cc1ccc(CSc2nnc(-c3ccccn3)n2-c2ccccc2)cc1 | -5% | 0.5% | 4% | i | 3% | ? | 0% | i | i | 1% | ?

Going on with the list:
SMILES | ERK AVP inh | HBB splice mod | UbGFP stabilizer | 4MU fluor | Epigenetic mod | Hsp90 Hop PPI | Luciferase inh | A350 autofl | TexasRed autofl | CRE-bla Fsk | Fluorescein fluor
Clc1ccc(COn2nnc3ccccc32)c(Cl)c1 | 20% | 2.7% | 3% | i | 0% | 25% | -16% | i | i | -7% | i
C/C(O)=C\c1nc(=O)c2c(C)cc(C)nc2n1-c1ccccc1 | -16% | 0.1% | -2% | 4.3e-08M* | 7% | -3% | 3% | 4.4e-08M* | i | 9% | ?
CCN(C(=O)Cc1c(C(=O)O)[nH]c2ccccc12)c1cc(OC)ccc1OC | -22% | -2.4% | -8% | i | 4% | 7% | 1% | i | i | 4% | i
CN(CCO)CC(O)Cn1cnc2c1c(=O)n(C)c(=O)n2C (stereo unspecified) (tested in a mixture with another compound) | . | . | . | i | 0%[20.6 µM] | . | -1%[25.5 µM] | i | i | . | ?
O=C(O)/C(=C/c1c(C(=O)O)[nH]c2cc(Cl)cc(Cl)c12)c1ccccc1 | -7% | -0.7% | 0% | i | -1% | -1% | 0% | i | ? | -10% | i
Nc1c(NCc2ccccc2F)c(=O)[nH]c(=O)n1Cc1ccccc1 | 0% | 0.1%[57.5 µM] | -1% | i | 1% | -4% | 2% | i | i | ? | ?
CC(C)(C)c1[nH]nc2c1C(c1ccncc1)C(C#N)=C(N)O2 (stereo unspecified) | -24% | -0.6% | 7% | ? | -3% | -8% | -1% | ? | i | 8% | ?
O=C1CC(c2ccc(S(=O)(=O)NCCOc3ccccc3)cc2)CN1 (stereo unspecified) | 4% | 4.3% | -6% | i | 0% | -6% | 5% | i | i | 0% | ?
Cn1c(SCC(=O)Nc2cccc3ccccc23)nc(O)cc1=O | -17% | -2.1%[0.369 µM] | -3% | i | 2% | 0% | 3% | i | i | -4% | i
O=C(Cc1ccccc1)Nc1nc2ccc(Cl)cc2c2nc(-c3ccco3)nn12 | -14% | . | 0% | . | 2% | 0% | -2% | . | . | ? | .
Cc1nn(-c2ccccc2)c(Cl)c1C(=O)NCC(=O)O | 1% | . | 2% | i | 0% | -4% | 1% | i | ? | -21% | i
CCOC(=O)Cn1c(=O)sc2ccccc21 | -1% | -5.5% | -8% | . | 2% | -2% | 0% | . | . | -7% | .

The listing continues.
SMILES | ERK AVP inh | HBB splice mod | UbGFP stabilizer | 4MU fluor | Epigenetic mod | Hsp90 Hop PPI | Luciferase inh | A350 autofl | TexasRed autofl | CRE-bla Fsk | Fluorescein fluor
Cn1c(/N=C/c2c(O)ccc3ccccc23)nc2ccccc21 | -13% | -3.1%[0.0738 µM] | -15%[9.17 µM] | . | -2% | -11%[11 µM] | -7% | . | . | ? | .
CCN1C(=O)/C(=C/N(C)C)c2ccccc21 | 2% | 5.7%[1.84 µM] | 4% | 1.1e-08M* | 0% | -5% | 1% | ? | i | ? | i
CCOc1ccc(NC(=O)CSc2nnc(Cc3cccn3C)n2-c2ccc(OC)cc2)cc1 | 19% | -0.8% | -4% | i | 0% | -7% | 0% | i | i | -18% | i
O=C(NCc1cccnc1)C1c2ccccc2C(=O)N1C1CCCC1 (stereo unspecified) | 5% | -0.2% | -5% | . | . | -4%[2.3 µM] | 3% | . | . | 6% | .
CCOC(=O)C1=C(C)N=C2SCCC(=O)N2C1c1cccs1 (stereo unspecified) | 12% | -1.9% | 1% | i | -4% | -2% | -1% | ? | i | 3% | ?
Cc1ncsc1C(=O)NCc1ccc(N2CCCC2=O)cc1 | -9% | . | -1% | i | 2% | -1% | -1% | i | i | 2% | i
